Myeloid diff MLP: myeloid differentiation induction; ER-HoxA9 myeloid progenitors, lysozyme-GFP differentiation, flow cytometry; calls only at 10 µM; actives 1% (n = 360,000);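 active means normalized GFP-positive differentiation at or above the plate's own cutoff, the solvent-only control mean plus 3 SD; inconclusive means no clear call, values can overlap the other calls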;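 further: cells exposed to compound for four days before flow analysis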
CSM14.1 death rescue: rescue of cells from ER stress-induced death, primary screen, 384-well, CSM14.1, thapsigargin, ATP luminescence (AID 1222); 190,000 tested, under 10 active; CSM14.1 thapsigargin-induced death rescue, ATP luminescence; higher % means a stronger effect; cellular ATP content (survival), % at 20 µM; hits with a dose series show EC50 in µM;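 active means EC50 below 50 µM in the dose-response confirmation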;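 further: death triggered by thapsigargin at about 15 µM added after 2 h compound pretreatment; cell ATP read after overnight thapsigargin exposure of roughly 18 to 22 hours; normalized against plate controls of thapsigargin alone and 5% DMSO vehicle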
K1F lysis inhibition: protection from phage-mediated lysis, alamar blue read-out – E. coli UTI89, K1F phage, bacterial capsule biogenesis inhibitors (AID 488966); E. coli UTI89 K1F phage lysis, alamar blue, 2 h; higher % means a stronger effect; one-dose inhibition, % at 100 µM; IC50 in µM for titrated hits; actives 0.02% (n = 340,000);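 active means phage lysis inhibition, versus mean bacterial control, above a set limit; inconclusive means no clear call, values can overlap the other calls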;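 further: capsule biogenesis inhibitors block K1F phage lysis so surviving cells raise fluorescence; higher fluorescence means more inhibition of phage lysis; actives were called in the ten point dose series up to 300 µM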
human PMI inhibitors: MPI inhibition at elevated mannose 6-phosphate – biochemical, fluorescence intensity, high mannose 6-phosphate, primary screen (AID 1220). inhibition, % at 20 µM; hits with a dose series show IC50 in µM. actives 0.66% (n = 190,000). recombinant PMI enzyme, coupled fluorescence intensity; higher % means a stronger effect
PMI inhibitors: inhibitors of human PMI, primary screen, biochemical, fluorescence intensity, coupled assay (AID 1209). purified PMI enzyme, coupled fluorescence intensity; higher % means a stronger effect. inhibition, % at 20 µM, or IC50 in µM where a hit was titrated. actives 0.42% (n = 190,000);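 further: plate controls were DMSO vehicle for no effect and wells lacking substrate for full effect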
P. falciparum M1AAP: malaria alanyl aminopeptidase activity blockers – biochemical, fluorogenic H-Leu-NHMec substrate, 1536-well (AID 1445). actives 0.42% (n = 220,000). recombinant M1AAP, H-Leu-NHMec fluorogenic kinetic assay; higher % means a stronger effect. inhibition, % at 30 µM, or IC50 in µM where a hit was titrated;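 active means primary inhibition above the hit cutoff, then over 50% inhibition at one or more dose response concentrations, cut at about 23% in these data, passing the limit was not always enough; inconclusive means conflicting primary data, or primary hits not chosen for dose response; inactive means low primary inhibition, or under 50% at every dose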;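 further: plate controls were DMSO full reaction for no effect and no enzyme background for full effect; strong numbers were not always called active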
Lipid droplet: modulators of hepatic lipid droplet formation; AML12 mouse hepatocytes, oleate lipid droplets, BODIPY imaging; inhibition, % at 6.5 µM; actives 0.4% (n = 240,000);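 active means lipid droplet intensity inhibited by at least 50%, with more than 500 cells counted; inconclusive means wells with under 300 cells, treated as cytotoxic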
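Test system: AML12 hepatocytes (mouse); reagent: oleate loading, 100 µM; dosing: one dose, 6.5 µM compound; incubation: overnight exposure; signal: fluorescence imaging, 20x objective, two fields per well; read-out basis: % inhibition of corrected integrated BODIPY droplet signal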
WT yeast gro inh: growth inhibition of WT yeast, mitochondrial fusion screen; mitochondrial fusion phenotypic screen, WT strain; inhibition, % at 10 µM; actives 2.1% (n = 190,000); in the data active means inhibition above about 58%; tested in S. cerevisiae
TNAP activators: stimulation of alkaline phosphatase TNAP activity – biochemical, luminescent, no phosphate acceptor, uHTS, primary screen (AID 1001) | purified TNAP, luminescent activation assay, no phosphate acceptor; higher activation fold means a stronger effect | activation fold at 20 µM; hits with a dose series show EC50 in µM | actives 0.03% (n = 200,000); in the data active means activation fold from about 3, or a potency from the dose series; inactive means the rest, 99 in 100 with activation fold below about 1.6; further: many of its hits are not listed in these tables
WT yeast gro inh mutant strain: also measured in WT yeast gro inh; calls as there; inhibition, %; mitochondrial fusion phenotypic screen, mutant strain inhibition
Lipid droplet cells 6.5 µM: second read-out of Lipid droplet, no call of its own (marks repeat the call); cell count; measured here: cell count, cytotoxicity flag;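 cells counted across two imaged fields per well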
Myeloid diff MLP GFP+ MAC1+ %: also measured in Myeloid diff MLP; calls as there; GFP+ MAC1+ double positive, %; measured here: differentiation confirmed by MAC1 staining
An asterisk follows results filed as active; i = inactive; ? = inconclusive; . = not tested or not shown; [ ] = dose if it differs, or a comment. Unless noted, no stated cut-off is given here; in the data, active means inhibition above about 50%; inactive means the rest.

SMILES	Myeloid diff MLP	Myeloid diff MLP GFP+ MAC1+ %	CSM14.1 death rescue	K1F lysis inhibition	human PMI inhibitors	PMI inhibitors	P. falciparum M1AAP	Lipid droplet	Lipid droplet cells 6.5 µM	WT yeast gro inh	WT yeast gro inh mutant strain	TNAP activators
NC(=O)NC(=O)CSc1nc2sc(-c3ccccc3)cc2c(=O)n1-c1ccccc1	i	0.8	-1.5%	0.3%	1%	7%	0%	-13	683	-28	9	1
CC(=O)Oc1ccc(N2C(=O)C3C4C=CC(CC4)C3C2=O)cc1[N+](=O)[O-] (stereo unspecified)	i	0.3	-2.9%	0.1%	9%	8%	-3%	-15	714	-9	10	1
O=C(Nc1ccc(O)cc1C(=O)O)c1cccs1	i	0.2	11%	-0.1%	.	.	8%	-6	667	-2	-13	1.1
COC(=O)c1ccc(C2C(C(C)=O)=C(O)C(=O)N2CCO)cc1 (stereo unspecified)	i	3.1	1.5%	-0.4%	-9%	-3%	-4%	.	.	11	3	1.1
COc1ccc(C2CC(c3c(-c4ccccc4)c4cc(Cl)ccc4[nH]c3=O)=NN2C(=O)CCC(=O)O)cc1 (stereo unspecified)	i	0.2	0.5%	-1.4%	15%	20%	4.9µM*	-17	713	-21	11	1
O=Cc1c(NCc2ccco2)nc2ccccn2c1=O	i	0.6	-0.6%	0.3%	-1%	5%	12%	10	721	-10	6	1.1
Cc1cccc(C)c1NC(=O)C(=O)NCCOc1ccc(Cl)cc1	i	0.4	2.8%	-0.2%	13%	15%	-1%	.	.	11	11	1.1
CCOC(=O)c1[nH]c(C)c(C(=O)Nc2ccccc2C)c1C	?	.	-1.3%	5.4%	12%	19%	-6%	-17	548	7	4	1
CC(=O)Nc1ccc(SCC(=O)c2cc(C)n(-c3ccccc3)c2C)cc1	i	0.5	-3.1%	1.3%[50 µM]	3%	17%	16%	-20	699	3	-9	1.1
O=S(=O)(NC(=NCc1ccccc1)c1ccccc1F)c1ccccc1	i	0.4	-0.1%	-0.4%	-11%	-13%	1%	-9	728	-3	-4	1.1
Cc1c(C)n(Cc2ccccc2)c2ncnc(N)c12	i	0.6	0.3%	-0.1%	14%	5%	-4%	.	.	31	26	1.1
CCc1nc(-c2ccc(C)nc2OC)no1	i	1.3	5.3%	-0.7%	19%	30%	7%	3	732	1	2	1.1

Looked up above.
CC(=O)Oc1ccc(N2C(=O)C3C4C=CC(CC4)C3C2=O)cc1[N+](=O)[O-] (stereo unspecified) in CSM14.1 death rescue reads -2.9%
O=C(Nc1ccc(O)cc1C(=O)O)c1cccs1 in P. falciparum M1AAP reads 8%

Following part.
SMILES	Myeloid diff MLP	Myeloid diff MLP GFP+ MAC1+ %	CSM14.1 death rescue	K1F lysis inhibition	human PMI inhibitors	PMI inhibitors	P. falciparum M1AAP	Lipid droplet	Lipid droplet cells 6.5 µM	WT yeast gro inh	WT yeast gro inh mutant strain	TNAP activators
O=C1CC(C(=O)NCc2ccccc2)N=C(N2CCCCC2)N1 (stereo unspecified)	i	0.3	-1.6%	0.1%	5%	9%	19%	1	714	-12	-12	1.1
CCCCn1c(-c2ccco2)n[nH]c1=S	i	0.6	-0.3%	3.6%	6%	6%	4%	4	751	12	13	0.8
NC1=NC(c2cn[nH]c2-c2ccc(F)cc2)n2c(nc3ccccc32)N1 (stereo unspecified)	.	.	1.0%	.	2%	-5%	-1%	-2	672	-10	-5	1.1
CCc1c(OC(C)=O)c2ccccc2n(C)c1=O	i	1.0	-1.6%	0.3%	-11%	-5%	4%	22	714	-2	-16	1
CC1CCN(CCn2c(=S)[nH]c3cc4c(cc3c2=O)OCO4)CC1	i	0.4	0.4%	0.1%	-12%	-7%	6%	-3	723	-2	1	1.2
Cc1cc(F)ccc1NC(=O)c1cnccn1	i	0.1	-0.1%	0.2%	-22%	-29%	1%	3	689	2	2	1.1
COc1ccc(-c2[nH]ncc2CN2CCC(C(=O)N3CCOCC3)CC2)c(F)c1	i	1.2	-1.4%	0.3%	3%	5%	3%	-5	661	-14	9	0.3
CCOc1ccc(C(=O)Nc2ccccc2N2CCCC2)cc1	i	0.0	0.3%	3.7%	-8%	-1%	5%	.	.	0	8	1.1
O=S(=O)(c1ccc(N2CCN(c3ccc(F)cc3)CC2)cc1)N1CCCC1	i	4.4	1.1%	8.9%	22%	17%	-2%	.	.	9	-8	1.1
Cn1nc(-c2ccccc2)cc1NC(=O)CCCC(=O)O	i	0.8	.	-1.2%	.	.	-1%	-13	653	.	.	.
CCn1c(SCC(=O)Nc2ccccc2)nnc1-c1ccc(S(=O)(=O)N2CCOCC2)cc1	i	1.0	-2.8%	0.6%	9%	7%	3%	.	.	-5	15	1.1
CCc1ccc(OCC(=O)Nc2cccc3c2CCCC3)cc1	i	0.4	-2.0%	0.4%	5%	11%	7%	16	700	21	17	1.6
O=c1[nH]c(CN2CCN(S(=O)(=O)c3ccc4c(c3)OCCO4)CC2)nc2sc3c(c12)CCCC3	i	0.3	0.7%	9.6%	14%	15%	7%	0	666	-1	-6	1.1
CC1(C)CC(=O)C(C=NCCN2CCN(C(=O)c3ccccc3)CC2)=C(O)C1	i	5.8	.	1.0%	9%	8%	8%	.	.	-7	9	1.1
O=C(O)c1ccc(N/N=C/c2ccc(-c3cc(Cl)ccc3Cl)o2)cc1	i	0.6	.	-2.9%[50 µM]	.	.	11%	22	755	.	.	.
CCOC(=O)c1ccc(NC(=O)CSC(=S)N2CCOCC2)cc1	i	0.7	3.0%	0.1%	4%	0%	5%	-11	685	-3	-16	1
CCOC(=O)c1ccc(NC(=O)COC(=O)c2cccc(Oc3ccccc3)c2)cc1	i	0.6	-1.5%	2.7%	13%	13%	4%	1	738	18	-11	1.1
Cc1ccc(C(=O)NNC2=NC(C)(C)Cc3ccccc32)cc1	i	0.2	.	-1.7%	.	.	3%	1	684	.	.	.
c1ccc(N2CCN(Cc3cn4cccnc4n3)CC2)cc1	i	1.6	-1.4%	1.1%	-2%	-4%	5%	.	.	4	-2	1.1
O=C(NC1CCCC1)C(c1ccccc1)N(C(=O)c1ccco1)C1CCCC1 (stereo unspecified)	i	6.6	8.3%	2.5%	-2%	1%	18%	-61	719	22	0	1.1
O=C(NC1CCN(C(=S)NCc2ccco2)CC1)c1ccc(F)cc1	i	1.6	1.8%	5.4%	-7%	-6%	14%	3	738	1	-14	1.1
Nc1c(C(=O)NCc2ccco2)nnn1CC(=O)Nc1ccccc1	i	3.0	-1.8%	-0.2%	-16%	-11%	2%	-2	794	-13	-7	1
CCOC(=O)COc1ccccc1/C=C1/NC(=O)NC1=O	i	0.4	-0.4%	8.4%	-7%	-9%	7%	-5	739	12	-18	1
CSCCC(NS(=O)(=O)c1ccc(Cl)cc1)C(=O)OCC(=O)c1ccc(F)cc1 (stereo unspecified)	i	0.4	-4.7%	-6.8%	8%	30%	-2%	19	477	-2	0	1.1
Cn1c(=O)c2ncn(CC(=O)Nc3cccc(-c4nc5ccccc5s4)c3)c2n(C)c1=O	i	5.8	-1.8%	0.2%	-3%	5%	7%	.	.	12	-11	1.1
C=CCCC(=O)Nc1nc(C)c(-c2csc(Nc3ccc(Cl)cc3)n2)s1	i	0.7	-4.9%	0.0%	22%	26%	13%	.	.	49	54	1
CCCSc1cc(=O)n(-c2ccccc2)nc1C(=O)O	i	0.9	6.7%	0.3%	-14%	-27%	3%	5	675	-14	11	1
Cn1nc(CC(=O)N2CCN(c3ccccc3)CC2)c2ccccc2c1=O	i	0.7	-2.7%	-0.1%	2%	6%	19%	1	804	-5	-6	1.1
Cc1sc(NC(=O)CSc2nc(N)n(CC(=O)c3ccccc3)n2)c(C#N)c1C	i	3.9	-2.2%	7.6%	12%	16%	15%	-15	676	3	6	1
CC(C)OP(=O)(OC(C)C)C(Nc1cccc(C(=O)O)c1)c1ccccc1 (stereo unspecified)	i	0.8	.	0.2%	.	.	7%	2	739	.	.	.
O=C(c1ccccc1)N1CCN(S(=O)(=O)N2CCOCC2)CC1	i	0.7	.	-0.1%	-3%	-6%	5%	5	695	-1	8	1.1
COc1cc(NC(=O)c2n[nH]c(=O)c3ccccc23)cc(OC)c1	i	0.9	.	-0.3%[50 µM]	.	.	3%	-10	727	.	.	.
O=C(N/N=C/c1ccccc1)c1ccc(N2CCOCC2)c([N+](=O)[O-])c1	i	0.4	-1.3%	0.5%	19%	14%	8%	-1	696	-14	5	1
CC1CC(C)CN(C(=O)COC(=O)c2cccc([N+](=O)[O-])c2)C1 (stereo unspecified)	i	1.4	-0.7%	-0.3%	-7%	-17%	-3%	-13	698	-5	-18	1.1
COCCNC(=O)c1cc2sccc2n1C	i	0.2	0.0%	0.4%	16%	8%	.	10	722	-13	-11	1
Clc1ccccc1CSc1nc2ccncc2[nH]1	i	1.5	-3.4%	0.9%	33%	2%	-3%	.	.	19	20	1.2
Cc1ccc(NC2=NCC(=O)N2CCc2ccccc2)cc1C	i	1.4	-2.0%	4.1%	0%	9%	12%	6	678	8	3	1.1
O=c1c([N+](=O)[O-])cc(C(F)(F)F)cn1Cc1c(Cl)cccc1Cl	i	1.5	2.3%	-0.1%	1%	-2%	-3%	.	.	-7	-4	1
COc1ccc(N=C2NC(=O)/C(=C\C=C\c3ccccc3)S2)cc1	i	0.4	2.3%	0.3%	1%	6%	-3%	11	726	15	10	1.2
COc1ccc(S(=O)(=O)N2CCN(c3ccc4nnc(-c5ccc(F)cc5)n4n3)CC2)cc1	?	.	2.6%	-1.1%	10%	18%	15%	.	.	-2	0	1
CCN1CCN(CC(=O)c2cc(Cl)ccc2Cl)CC1	i	0.4	1.5%	9.0%	-98%	-59%	2%	16	662	-13	9	1.1
COC(=O)c1sc(NC(=S)NC(=O)c2ccccc2Cl)nc1C	i	0.4	-3.3%	0.7%	-2%	-4%	6%	1	662	5	2	0.8
Cn1nnc(NC(=S)NC(=O)c2cccs2)n1	i	0.5	1.1%	0.4%	-1%	11%	4%	-4	679	11	8	1
CCOC(=S)SCc1cn2cccc(C)c2n1	i	0.6	-12%	0.4%	6%	8%	-6%	-10	700	-9	15	1.1
O=C(N/N=C/c1cc2cc3c(cc2nc1Cl)OCO3)c1ccncc1	i	0.6	.	-2.5%	.	.	0%	-3	702	.	.	.
Cc1ccc(N=C2CSC(=O)N2)cc1	i	0.4	-0.4%	0.5%	9%	9%	11%	-9	652	-12	-2	1.1

Hits appear at their usual frequency; overall some 4.6% were active at least once.
